Lipid storage S3: qHTS Assay for Lipid Storage Modulators in Drosophila S3 Cells. Potency in µM for hits, for the others lipid storage change, negative = inhibition, % at the top dose, mostly 46.1 µM. Drosophila S3 cells, BODIPY lipid droplet fluorescence, 18-24 h; cells fed with added oleic acid. 320,000 compounds, 0.64% hits; active = well fitted inhibition curve with a large enough effect in the signal ratio, with a control signal flat, not every such curve was filed as active; inconclusive = small, poorly fitted or top-dose-only effect, or effect the other way, or a change in a side signal; the % refers to the signal ratio
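Drosophila S3 cells loaded with oleic acid (400 uM, as added) and compounds at several concentrations; lipid droplets imaged by 488-nm laser-scanning cytometry, 500–530 nm intensity and object ratio to cell channel. Percent activity normalized to 20 uM Triacsin C.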
Lipid storage S3 cell count max: also measured in Lipid storage S3; calls as there; cell number change, %; measured here: cell count max response;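 cells counted by Cell Tracker Red CMTPX staining in the red channel; peak over a dose series mostly up to 46.1 µM; percent activity relative to internal control wells on each plate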
Starred values were filed as active, the others as inactive; i = inactive; ? = inconclusive; . = not tested or not shown. % is scaled to controls: 0 for no effect and ±100 for the full control effect; potency is read from the fitted curve at half-maximal effect. This is a subset; the hit share may differ from the screen's.

SMILES | Lipid storage S3 | Lipid storage S3 cell count max
CC(C)c1nnc(NC(=O)C2CCN(C(=O)Nc3ccc(Cl)cc3)CC2)s1 | 4% | 5
CSCc1ccc(C(=O)NC(C)c2cnn(-c3ccccn3)c2C)o1 (configuration not stated) | ? | .
CCn1c(NC(C)=O)c(-c2ccccc2Cl)c(=O)c2ccccc21 | i | -15
Cn1c(/C(C#N)=C(\O)CN2CCN(Cc3ccccc3)CC2)nc2ccccc21 | ? | .
O=c1c2ccccc2ncn1CCOc1ccccc1[N+](=O)[O-] | ? | .
ON1C(c2ccccc2)CC2(O)c3nonc3CCC12 (configuration not stated) | 9% | 16
CCc1ccc(OCCOCC(O)CNC(C)CC)cc1 (configuration not stated) | -19% | -8
CC(=O)C1=C(O)C(=O)N(CCNCCO)C1c1ccccc1 (configuration not stated) | -5% | -16
Cc1ccc(S(=O)(=O)NC2CC(C)(C)NC(C)(C)C2)cc1 | ? | .
CCc1ccc(NC(=S)NCc2ccccc2)cc1 | -3% | -9
CCN(CC)c1ccc(C(=O)OCC(=O)Nc2cc(C)on2)cc1 | ? | .
CC(=O)c1csc(COc2ccc(Cl)cc2)n1 | 16% | 1
CC1CCN(C(=O)c2ccccc2NC(=O)Cc2ccccc2)CC1 | i | 5
Nc1nc(CSc2nnnn2-c2ccccc2)nc(N2CCCc3ccccc32)n1 | -23% | -15
COc1ccc(-c2c(-c3ccccc3OC)sc3ccccc23)cc1 | ? | .
Cc1ccc(/C=N/OC(=O)c2nn(C)cc2Cl)cc1 | -2% | 12
COc1ccc(Cl)cc1NC(=O)c1cccnc1 | ? | .
O=C(CCC1CCCCC1)NNC(=O)c1cnccn1 | -1% | -15
O=C(COC(=O)/C=C/c1ccccc1)NC1CCCCC1 | 18% | -4
CC1CCN(C(=O)Cn2cc(C(=O)C3CC3)c3ccccc32)CC1 | 2% | -2

3 structures from above, sorted by heavy-atom count, lowest first:
SMILES | Lipid storage S3 | Lipid storage S3 cell count max
COc1ccc(Cl)cc1NC(=O)c1cccnc1 | ? | .
CCc1ccc(NC(=S)NCc2ccccc2)cc1 | -3% | -9
O=C(COC(=O)/C=C/c1ccccc1)NC1CCCCC1 | 18% | -4

Additional compounds.
SMILES | Lipid storage S3 | Lipid storage S3 cell count max
O=C(COC(=O)c1n[nH]c(=O)c2ccccc12)c1ccc(Br)cc1 | -20% | 3
COCCCNC(=O)c1ccc(Cn2c(=O)c3ccccc3n(CC(=O)NCCc3ccc(OC)c(OC)c3)c2=O)cc1 | ? | .
Nc1c(-c2cccs2)cnn1-c1nc(-c2ccc(F)cc2)cs1 | ? | .
COc1ccc(CNC(=O)c2ccc(Cl)c(NC3=NC4CS(=O)(=O)CC4S3)c2)cc1 (configuration not stated) | -4% | 11
CCOC(=O)COc1nc2c(c(-c3ccco3)c1C#N)CCc1ccccc1-2 | 3% | 3
COc1cc2[nH]c(=O)n(CCCCCC(=O)NCCCN3CCOCC3)c(=O)c2cc1OC | ? | .
O=c1cc(C(F)(F)F)[nH]c2c(C(F)(F)F)cccc12 | ? | .
Cc1ccc(S(=O)(=O)CC(=O)Nc2ccccn2)cc1 | -24% | 8
Cn1nc(C(=O)OCC(=O)NCCc2ccccc2)c2ccccc2c1=O | -16% | -16
Cc1nc(-c2ccc3c(c2)OCCCO3)cs1 | 19% | 1
CCc1c(C(=O)NNC(=S)NC2CCCCC2)csc1C | ? | .
CCN(CC(=O)Nc1ccc(NC(C)=O)cc1)C(=O)C1CCC1 | 5% | 13
Cc1cccc2cc(/C=C3\N=C(c4ccccc4)OC3=O)c(N3CCOCC3)nc12 | -8% | -1
CCN(CC)S(=O)(=O)c1ccc(N2CCOCC2)c(NC(=O)c2ccc(OC)c([N+](=O)[O-])c2)c1 | 23% | 12
CCOc1cccc(OCCCCn2cnc3ccccc3c2=O)c1 | 8% | 2
O=C1CSC(=Nc2ccccc2Cl)N1 | 6% | 11
Cc1ccc(S(=O)(=O)N2CCOC2C(Cl)(Cl)Cl)cc1 (configuration not stated) | 6% | 20
O=c1cc(CN2CCc3ccccc3C2)nc2sccn12 | i | .
Cn1c2ccccc2c2cc(C(=O)OCC(=O)N3CC(=O)Nc4ccccc43)sc21 | ? | .
COc1cc(C(=O)NNC(=O)Nc2ccc([N+](=O)[O-])cc2)cc(OC)c1OC | 2% | .

Another view of part of the listing above:
| molecule | Lipid storage S3 | Lipid storage S3 cell count max |
| --- | --- | --- |
| COc1cc(C(=O)NNC(=O)Nc2ccc([N+](=O)[O-])cc2)cc(OC)c1OC | 2% | . |
| Nc1c(-c2cccs2)cnn1-c1nc(-c2ccc(F)cc2)cs1 | ? | . |

More records follow.
SMILES | Lipid storage S3 | Lipid storage S3 cell count max
CCN(CC)S(=O)(=O)c1cc([N+](=O)[O-])ccc1NNC(=O)Nc1ccccc1OC | ? | .
COc1ccc(-n2c(C)nnc2SCC(=O)N2C(C)CCCC2C)cc1 (configuration not stated) | i | .
COc1ccc(-c2nc3ccccc3o2)cc1OC | ? | .
O=C(CCC1CCCC1)c1c(O)c2ccccc2oc1=O | 20% | -1
CCCC(=O)Nc1ccccc1NC(C)=O | 3% | 18
O=C1COc2ccc(C(=O)COC(=O)c3cc(S(=O)(=O)NCc4ccccc4)ccc3O)cc2N1 | -17% | 14
COc1ccc(-n2nc(C(=O)c3cccs3)cc(-c3nc4ccccc4[nH]3)c2=N)cc1 | 4% | 10
COc1ccccc1NC(=O)N1CCCC1C(=O)NCc1cccs1 (configuration not stated) | i | 26
CCOc1ccc(C2=Nn3c(CC)nnc3SC2)cc1 | 18% | 9
CC(C)c1c(C(=O)N/N=C2\CCc3ccccc32)nnn1-c1nonc1N | -100% | -22
NNc1ccc2c(C(F)(F)F)cc(C(F)(F)F)nc2n1 | ? | .
O=C(COC(=O)c1ccccc1)NCc1cccs1 | -1% | 1
Cc1cccc(N2C(=O)CC(N3CCN(c4ccccn4)CC3)C2=O)c1 (configuration not stated) | -4% | 19
Cc1sc(NC(=O)c2cc3ccccc3oc2=O)c(C(=O)OC(C)C)c1-c1ccccc1 | i | 12
CN1CCN(C2=C(NS(=O)(=O)c3cccs3)C(=O)c3ccccc3C2=O)CC1 | -8% | 19
COc1ccc2[nH]c(C(=O)N(C)Cc3ccccc3)c(C)c2c1 | -9% | -10
Cc1ccc(S(=O)(=O)N(CC(=O)N2CCOCC2)c2ccc(Br)cc2)cc1 | 6% | 26
O=C(NN1CCOCC1)c1ccccc1Br | ? | .
COc1nccc(Nc2ccccc2)c1C#N | ? | .
Cc1ccccc1NC(=O)c1oc(=O)c2ccccc2c1-c1ccccc1 | ? | .

Brought forward from above: 6 entries, followed by the next part.
SMILES | Lipid storage S3 | Lipid storage S3 cell count max
CN1CCN(C2=C(NS(=O)(=O)c3cccs3)C(=O)c3ccccc3C2=O)CC1 | -8% | 19
COc1ccc2[nH]c(C(=O)N(C)Cc3ccccc3)c(C)c2c1 | -9% | -10
Cc1ccc(S(=O)(=O)N(CC(=O)N2CCOCC2)c2ccc(Br)cc2)cc1 | 6% | 26
O=C(NN1CCOCC1)c1ccccc1Br | ? | .
COc1nccc(Nc2ccccc2)c1C#N | ? | .
Cc1ccccc1NC(=O)c1oc(=O)c2ccccc2c1-c1ccccc1 | ? | .
CCc1ccc(-c2cc(C(F)(F)F)n3nc(C(=O)Nc4cnn(Cc5ccc(C)cc5)c4)cc3n2)s1 | ? | .
Cc1ccc(Nc2cc(C)nc3nc(C)nn23)c(C)c1 | 20% | 6
CCOC(=O)N1CCN(C(=O)CCn2nc(-c3ccc(Cl)cc3)ccc2=O)CC1 | ? | .
CCC1(c2ccccc2)NC(=O)N(Cc2ccc(C(=O)OC)cc2)C1=O (configuration not stated) | -3% | -21
O=C(Nc1nc2cc3c(cc2s1)OCCO3)c1cccc(S(=O)(=O)N2CCOCC2)c1 | ? | .
CN(C)c1ccnc(Oc2ccc(Cl)cc2)c1C#N | -21% | 3
COc1ccc(-c2csc3ncnc(N4CCN(S(=O)(=O)c5cccc(Br)c5)CC4)c23)cc1 | ? | .
CCOc1ccc(NC(=O)C2C3CC/C=C\CCC32)cc1 (configuration not stated) | -1% | -8
C/C(=N\NC(=O)CNC(=O)C(c1ccccc1)c1ccccc1)c1ccccc1 | 1% | -6
CCCCCC(=O)NC(Cc1ccc(OC)c([N+](=O)[O-])c1)C(=O)O (configuration not stated) | 5% | 1
COC(=O)C1CC(c2ccc(Cl)cc2)=NO1 (configuration not stated) | ? | .
CCCCN(C)C(=O)c1ccc2c(c1)N(CC)C(=O)c1ccccc1S2=O (configuration not stated) | 21% | .
CN(C)S(=O)(=O)c1ccc(C(=O)OC2CCOC2=O)cc1 (configuration not stated) | 36% | -2
Cc1ccc(S(=O)(=O)CCC(=O)OCC(=O)NCCc2ccc(S(N)(=O)=O)cc2)cc1 | -1% | -16
Cc1cccc(NC(=O)CNCC(=O)Nc2cccc(C)c2C)c1C | ? | .
COc1ccc(CC(=O)Nc2sccc2C#N)cc1S(=O)(=O)N1CCOCC1 | ? | .
O=C(NNC(=O)c1cccc(S(=O)(=O)Nc2ccc(Cl)cc2)c1)c1ccc(=O)[nH]c1 | -20% | .
CCOCCCNC(=O)C(NC(=O)Cc1cccs1)c1ccc(OC)cc1 (configuration not stated) | ? | .
CCCCn1c(N)c(N(CCC(C)C)C(=O)c2ccc(C)c(S(=O)(=O)N3CCOCC3)c2)c(=O)[nH]c1=O | ? | .
COC(=O)c1ccc(-c2ccco2)n1Cc1nc(-c2ccc(OC)c(OC)c2)oc1C | i | .
Cc1nn(C(C)C(=O)NC2CCC(C)CC2)c(=O)c2nn(-c3ccccc3)c(C)c12 (configuration not stated) | i | -24
O=C(CN1CCN(C(=O)c2ccco2)CC1)Nc1cccc([N+](=O)[O-])c1 | 12% | -1
O=C(Nc1cccc(C(F)(F)F)c1)OCCN1CCN(Cc2ccccc2)CCC1=O | ? | .
Cc1cc(NC(=O)NC(=O)c2ccc(F)cc2F)n[nH]1 | -20% | -11
Cc1ccc(C)c2c1cc(C)c1nnc(SCc3ccccn3)n12 | ? | .
CCN(CC)c1ccc(-c2nnc(SCC(=O)Nc3ccccc3C#N)n2-c2ccccc2)cc1 | ? | .
Cc1ccc(C)c(N2CCN(C(=O)c3ccc(CS(=O)Cc4cccc(Cl)c4)o3)CC2)c1 (configuration not stated) | 4% | .
CC(Cc1cccs1)NC(=O)Nc1ccc(Cl)c(Cl)c1 (configuration not stated) | -7% | -10
CC1=C(C(=O)Nc2cccc(C(=O)NC3CCCCC3C)c2)SCCO1 (configuration not stated) | ? | .
CCCCCOc1ccc(N2C(=O)C(C)CNC2=S)cc1 (configuration not stated) | ? | .
O=C1CC2(CCN(C(=O)c3ccccc3Cl)CC2)Oc2ccccc21 | 3% | -11
CN(CC(=O)Nc1ccc(F)cc1)C(=O)c1cn(-c2ccccc2)nc1-c1cccs1 | ? | .
CCn1c(C)nc2cc(C(=O)OCCC(F)(F)F)ccc21 | ? | .
O=C(C1CCCO1)N1CCN(C(=S)Nc2ccc(Cl)c(Cl)c2)CC1 (configuration not stated) | ? | .
Cc1ccc(NC(=O)CSc2nc3ccccc3c(=O)n2CCCC(=O)N2CCCC2)cc1 | ? | .
O=C1Nc2ccccc2Oc2cc([N+](=O)[O-])cc(Oc3ccccc3)c21 | -11% | .
Cc1ccc(S(=O)(=O)NNC(=O)CCC(=O)Nc2ccc(C)cc2C)cc1 | ? | .
Cc1cc(C)c(C#N)c(N2CCN(CCOc3ccc(Cl)cc3)CC2)n1 | ? | .
C=C1CCC[C@]2(C)C[C@H]3OC(=O)C(CNCCN(C)C)[C@H]3CC12 (some centres not stated) | 0% | 4
OCCNc1nc(-c2ccccc2)c2ccccc2n1 | -8% | -20
COc1ccccc1NC(=O)N1CCc2[nH]c3ccc(F)cc3c2C1 | 0% | -15
COc1ccc(-c2nc(-c3ccccc3)c(-c3cc([N+](=O)[O-])ccc3C)[nH]2)cc1OC | ? | .
O=C(O)c1cccnc1Sc1ccccc1Cl | ? | .
Clc1ccccc1/C=C/c1ccnc2ccccc12 | ? | .
CC1(c2ccc(O)cc2)NC(=O)N(c2ccccc2)N1 (configuration not stated) | ? | .
COc1ccccc1NS(=O)(=O)c1cccc(C(=O)N/N=C/c2ccc(C)o2)c1 | -1% | -9
O=C(NC(=O)c1ccc(F)cc1)Nc1nc(-c2cccs2)cc(C(F)(F)F)n1 | -7% | -1
O=c1c2cc(Br)ccc2nc(-c2cccc(Cl)c2)n1O | ? | .
COc1ccccc1Oc1ncnc2c1oc1ccccc12 | 0% | 1
COc1ccc(C2C(C#N)=C3NC(=O)c4c(sc5c4CCCCC5)N3C3=C2C(=O)CC(C)(C)C3)cc1 (configuration not stated) | ? | .
C/C(=N/O)c1ccc2c(c1)OCCOCCOc1cc(/C(C)=N/O)ccc1OCCOCCO2 | 27% | 25

Source: PubChem BioAssay
